Compound activity (PubChem)
PREPL inh: human PREPL enzyme inhibition; Q4J6C6; recombinant PREPL, fluorescence polarization activity-based probe; inhibition, % at 5.96 µM; hit rate 0.68% among 320,000; AID 2751; in the data active means inhibition above about 43%;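 further: 0% = enzyme with DMSO and 100% = wells lacking enzyme; many of its hits are not listed in these tables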
LYPLA1 inh: blocks human lysophospholipase 1, a PME1 counter-screen; hit rate 0.16% among 320,000; AID 2174; recombinant LYPLA1, FP-Rh probe fluorescence polarization; inhibition, % at 5.9 µM; O75608;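 active means inhibition above the mean of all tested compounds plus 3 SD, set per campaign, cut at about 14% in these data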;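 further: inhibitors block serine hydrolase probe labeling of LYPLA1 so polarization falls; 0% = enzyme with DMSO and 100% = wells lacking LYPLA1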
Target sequence (O75608 whole entry, looked up): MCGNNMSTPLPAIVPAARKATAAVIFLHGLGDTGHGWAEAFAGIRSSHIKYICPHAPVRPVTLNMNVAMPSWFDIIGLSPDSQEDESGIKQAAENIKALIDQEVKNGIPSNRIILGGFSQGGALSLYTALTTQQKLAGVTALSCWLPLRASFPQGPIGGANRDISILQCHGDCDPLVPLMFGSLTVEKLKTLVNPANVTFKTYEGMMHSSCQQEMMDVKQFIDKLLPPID
PAFAH1B2 FP inh: blocks human PAF acetylhydrolase 1b catalytic subunit 2; P68402; recombinant PAFAH1B2, FP-rhodamine activity probe, fluorescence polarization; inhibition, % at 3.39 µM; hit rate 1.2% among 340,000; AID 492953;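 active means inhibition above the mean of all tested compounds plus 3 SD, cut at about 24% in these data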;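 further: 0% = enzyme with DMSO and 100% = wells lacking PAFAH1B2; many of its hits are not listed in these tables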
Target sequence (P68402 whole entry, looked up): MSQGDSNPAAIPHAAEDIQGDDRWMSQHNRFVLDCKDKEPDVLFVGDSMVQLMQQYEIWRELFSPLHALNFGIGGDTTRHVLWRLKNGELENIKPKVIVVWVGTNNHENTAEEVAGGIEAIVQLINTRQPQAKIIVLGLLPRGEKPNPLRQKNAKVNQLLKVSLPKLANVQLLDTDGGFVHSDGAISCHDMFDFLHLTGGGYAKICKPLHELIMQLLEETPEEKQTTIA
pPAFAH FP inh: pPAFAH (human) enzyme inhibition. Q13093. recombinant pPAFAH, FP-rhodamine probe fluorescence polarization. inhibition, % at 3.39 µM. hit rate 1.5% among 330,000. AID 463082;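 active means inhibition above the mean inhibition across the screen plus 3 SD, cut at about 25% in these data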;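 further: inhibitors block binding of the rhodamine activity-based probe so polarization drops; 0% = enzyme with DMSO and 100% = wells lacking pPAFAH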
ZTA counter: counter-screen for EBNA-1 inhibitors: inhibitors of Epstein-Barr virus ZTA; AID 2234; ZTA-DNA binding, fluorescence polarization; hit rate 0.15% among 320,000; inhibition, % at 11 µM; P03206; in the data active means inhibition above about 33%
Target sequence (P03206 whole entry, looked up): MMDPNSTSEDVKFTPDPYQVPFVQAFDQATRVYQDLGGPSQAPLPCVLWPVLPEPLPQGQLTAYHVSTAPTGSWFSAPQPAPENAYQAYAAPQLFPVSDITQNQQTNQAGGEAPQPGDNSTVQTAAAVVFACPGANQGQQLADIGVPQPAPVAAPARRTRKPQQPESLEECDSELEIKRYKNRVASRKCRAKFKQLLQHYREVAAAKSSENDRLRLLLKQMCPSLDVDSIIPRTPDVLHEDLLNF
PAFAH2 inh: inhibitors of human PAFAH2; hit rate 0.99% among 340,000; recombinant PAFAH2, FP-rhodamine activity probe, fluorescence polarization; inhibition, % at 3.39 µM;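 active means inhibition above the mean over all tested compounds plus 3 SD, cut at about 30% in these data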;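 further: inhibitors block probe labeling of enzyme so polarization drops; 0% = enzyme with DMSO and 100% = wells lacking PAFAH2 protein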
LYPLA2 counter: blocks human lysophospholipase 2, a PME1 counter-screen; O95372; recombinant LYPLA2, FP-Rh probe fluorescence polarization; inhibition, % at 5.9 µM; hit rate 0.38% among 320,000; AID 2177;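 active means inhibition above the screen-wide mean plus 3 SD, limit set per campaign, cut at about 26% in these data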;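 further: 0% = LYPLA2 with DMSO and 100% = wells lacking LYPLA2 enzyme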
Target sequence (O95372 whole entry, looked up): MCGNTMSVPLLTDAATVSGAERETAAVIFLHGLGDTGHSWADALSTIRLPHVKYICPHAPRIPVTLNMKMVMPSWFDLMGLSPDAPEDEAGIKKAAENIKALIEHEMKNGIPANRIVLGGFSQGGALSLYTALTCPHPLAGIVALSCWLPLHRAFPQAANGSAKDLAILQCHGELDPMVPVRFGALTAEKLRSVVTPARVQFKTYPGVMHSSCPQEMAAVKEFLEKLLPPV
EBNA-1 inh: blocks EBNA-1 binding to DNA | EBNA-1 DNA binding, fluorescence polarization | inhibition, % at 14.8 µM | hit rate 0.34% among 300,000 | AID 1950; in the data active means inhibition above about 28%
PAFAH1B3 FP inh: inhibitors of human PAFAH1B3 | Q15102 | recombinant PAFAH1B3, FP-rhodamine probe, fluorescence polarization | inhibition, % at 3.39 µM | hit rate 0.28% among 340,000 | AID 492972;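 active means inhibition above the screen-wide average of all tested compounds plus 3 SD, cut at about 25% in these data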;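 further: 0% = enzyme with DMSO only and 100% = wells lacking PAFAH1B3 protein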
* hit, by the source's call; · = no result given. These rows are one share of the data, so the mix of outcomes need not match the whole.

SMILES	PREPL inh	LYPLA1 inh	PAFAH1B2 FP inh	pPAFAH FP inh	ZTA counter	PAFAH2 inh	LYPLA2 counter	EBNA-1 inh	PAFAH1B3 FP inh
C/C(=N\Nc1ccccc1[N+](=O)[O-])c1ccc(N2CCOCC2)cc1	2.3	1.1	-1.7	4.8	-5.1	-1.2	9.8	-18.6	6.0
O=C(CN1CCc2ccccc21)NC(c1ccccc1)c1ccccc1	-2.0	-5.4	-0.5	4.1	-13.7	-2.4	-7.3	-3.4	-1.0
CC(C)CC(=O)NC(=S)Nc1ccc(Cl)cn1	-1.9	-1.7	-0.9	4.4	-0.6	8.9	0.8	-1.9	-6.1
O=C(N=C1SC2CS(=O)(=O)CC2N1c1ccc(Br)cc1Cl)C1CC1 (stereo not given)	3.2	2.4	3.4	6.0	-22.5	-5.6	5.9	-0.3	5.3
COc1ccc(Cl)cc1-c1csc(N)n1	7.0	0.7	1.2	5.0	-2.4	7.8	7.8	-3.3	2.3
CCCCCCCC(=O)NNC(=O)c1c(O)c2ccccc2[nH]c1=O	-1.8	-2.6	8.5	0.9	-10.9	-0.5	1.4	8.3	-2.8
CCCN(CCC)C(=O)c1oc2ccccc2c1NC(=O)Cc1cccc(OC)c1	-7.5	1.8	2.9	2.2	4.9	-2.6	-3.1	-5.6	-1.7
CN(Cc1ccc(Cl)cc1Cl)C(=O)CNC(=O)c1ccc2c(c1)OCO2	-57.1	-5.1	7.5	-7.1	-8.4	2.8	0.5	3.2	4.7
Cc1[nH]c2ccc(C(C)C)cc2c1CC(=O)O	-2.5	0.3	·	6.7	-12.6	·	1.5	-5.7	·
COCCN(C(=O)Cn1nnc2ccccc21)C(C(=O)NC1CCCCC1)c1ccc(OC)cc1OC (stereo not given)	13.4	-2.1	0.2	3.6	-4.9	-2.7	-4.7	4.6	1.5
CCOC(=O)CC1=CSC2=NS(=O)(=O)CCN12	7.4	6.8	3.4	1.7	-10.3	-134.2	3.4	0.7	5.7
Cc1nnc(SCCc2ccccc2)[nH]c1=O	4.6	-1.1	17.4	4.3	-4.5	1.7	0.8	7.9	5.4
COc1ccc2nc3oc(C(=O)NCCCOC(C)C)cc3cc2c1	15.8	1.5	4.1	4.5	-12.0	1.1	3.0	6.0	17.1
CCOc1ccc(NC(=O)CN(C)C(=O)c2cn3ccccc3n2)cc1OCC	10.6	-3.7	1.8	4.9	4.6	-1.9	-4.9	-3.4	4.0
CCn1ncc(Br)c1C(=O)Nc1cc(C)cc(C)c1	2.0	0.6	-3.2	0.1	-3.8	-3.7	-0.8	-5.3	1.2
O=C(NCC(c1cccnc1)N1CCN(c2ccc(F)cc2)CC1)OCc1ccccc1 (stereo not given)	0.9	1.1	6.6	-3.9	-11.6	-0.3	5.9	3.7	-4.9
COc1ccccc1N1CCN(C2CCCN(C(=O)c3ccsc3)C2)CC1 (stereo not given)	7.5	3.9	4.1	2.9	-4.5	1.1	4.5	-3.6	3.3
COc1ccc(CNC(=O)CN(Cc2ccccc2)S(=O)(=O)c2ccc(Cl)cc2)cc1	2.9	-3.4	8.7	11.5	-10.0	3.7	1.4	6.3	3.9
COc1ccc(-n2nc(C(=O)c3cccs3)cc(-c3nc4ccccc4[nH]3)c2=N)cc1	14.5	2.7	-2.5	6.0	9.2	-3.4	5.3	13.8	-2.8
COCCNC(=O)c1ccc(-n2c(SCc3cccnc3)nc3ccccc3c2=O)cc1	5.1	4.0	-0.4	1.8	4.0	2.3	3.9	1.7	0.1
COC(=O)CN(c1cccc(OC)c1)S(C)(=O)=O	6.5	-1.4	3.4	1.8	9.7	-1.2	-5.5	10.9	11.0
COc1cc(Cl)ccc1OCc1cc(C(=O)NCC(C)c2ccccc2)no1 (stereo not given)	-5.5	-2.1	7.2	6.0	-4.9	-8.5	-0.5	-13.7	8.4
COc1ccc(OC)c(Nc2c3c(nc4ccccc24)CCC3)c1	17.7	-1.3	2.9	14.4	-10.0	-7.1	4.9	8.3	-1.5
COc1ccc(S(=O)(=O)NCCC(=O)N2CCCC2)cc1N(C)S(C)(=O)=O	1.4	-5.7	1.6	6.1	-4.5	8.9	-6.8	5.9	10.2
CCOC(=O)C1CCCN(CC(=O)NC2=Nc3ccccc3N=C(C)C2c2ccccc2)C1 (stereo not given)	8.8	0.1	4.1	4.8	-12.5	-4.5	8.5	-8.1	2.4
Nc1[nH]n2c(=O)c3c(nc2c1N=Nc1ccccc1)CCCC3	64.4*	5.4	5.0	10.0	-10.8	20.3	-3.7	-14.8	4.2
CC1(c2nnc(Cc3ccccc3)o2)CC(c2cccc([N+](=O)[O-])c2)=NO1 (stereo not given)	-3.4	2.3	8.1	1.0	3.1	1.4	6.7	12.0	-1.7
O=S(=O)(c1ccccc1)N1CCN(c2cccc(Cl)c2)CC1	-21.1	1.3	3.3	9.3	5.3	7.0	5.2	4.2	6.6
Cn1cccc1C(=O)NC(=O)COC(=O)c1ccc(O)cc1	13.5	-1.1	-0.2	-1.9	-17.9	52.5*	-4.9	-8.8	2.0
CCn1c(=O)c2cc(C(=O)NCCC(C)C)sc2c2ccccc21	17.8	-1.3	3.0	-4.8	3.6	-3.8	-2.9	-18.2	4.4

Three records picked at random from those above, as already listed:
SMILES	PREPL inh	LYPLA1 inh	PAFAH1B2 FP inh	pPAFAH FP inh	ZTA counter	PAFAH2 inh	LYPLA2 counter	EBNA-1 inh	PAFAH1B3 FP inh
CC1(c2nnc(Cc3ccccc3)o2)CC(c2cccc([N+](=O)[O-])c2)=NO1 (stereo not given)	-3.4	2.3	8.1	1.0	3.1	1.4	6.7	12.0	-1.7
COc1ccc(S(=O)(=O)NCCC(=O)N2CCCC2)cc1N(C)S(C)(=O)=O	1.4	-5.7	1.6	6.1	-4.5	8.9	-6.8	5.9	10.2
CCn1c(=O)c2cc(C(=O)NCCC(C)C)sc2c2ccccc21	17.8	-1.3	3.0	-4.8	3.6	-3.8	-2.9	-18.2	4.4

Following part
SMILES	PREPL inh	LYPLA1 inh	PAFAH1B2 FP inh	pPAFAH FP inh	ZTA counter	PAFAH2 inh	LYPLA2 counter	EBNA-1 inh	PAFAH1B3 FP inh
CCOc1ccc(NC(=O)CN(C)C(=O)COc2cccc(CC)c2)cc1OCC	8.1	1.5	1.0	4.3	7.2	0.7	7.6	7.1	9.3
CCN(CCNC(=O)C1CCC(=O)N1Cc1ccc(C)cc1)c1ccccc1 (stereo not given)	5.4	-1.4	0.3	2.1	6.3	1.1	3.8	6.8	2.6
CCOc1ccc(N2CC(C(=O)N3CCc4ccccc4C3)CC2=O)cc1 (stereo not given)	-16.3	-1.8	-1.3	4.8	15.3	1.2	-6.3	15.2	8.7
O=C(c1ccc2c(c1)OCO2)N1CCN(S(=O)(=O)N2CCCCC2)CC1	0.5	-2.1	2.3	2.1	-19.0	5.9	1.6	-3.5	-4.1
Cc1cc(NC(=O)CSc2nc3ccccc3n2CC(C)C)no1	-4.9	2.3	4.6	10.5	19.9	-5.7	4.5	1.6	3.8
CCOC(=O)c1sc(NC(=O)C2C3C=CC(C3)C2C(=O)O)nc1C (stereo not given)	3.3	1.6	1.2	8.1	-11.2	2.3	2.7	9.4	-5.4
CCOC(=O)Nc1ccc(C(=O)/C=C/c2ccccc2)cc1	-8.2	-2.6	-4.5	1.2	15.9	-5.7	0.4	23.2	-2.6
CCNC(=O)NC(=O)C(C)Oc1ccc(C(=O)OC)cc1 (stereo not given)	2.4	2.1	1.7	3.2	-6.6	5.1	4.5	0.5	4.0
CCC(=O)Nc1cccc(NC(=O)CSc2nnnn2C2CCCC2)c1	9.3	1.4	-4.1	3.8	-22.3	5.8	0.8	6.4	2.7
CCN(C(=O)CN1C(=O)S/C(=C\c2ccccc2OC)C1=O)C1CCS(=O)(=O)C1 (stereo not given)	-7.8	-0.7	-2.1	2.6	-8.0	-8.6	-1.1	12.6	10.6
COc1ccc(NC(=O)c2ccccc2)cc1NS(=O)(=O)c1ccc(F)cc1	8.0	-0.8	1.6	12.6	-7.4	2.8	3.7	7.1	7.0
CCOC(=O)N1CCN(C(=O)CSC2=NS(=O)(=O)c3cc(F)ccc3N2)CC1	-7.3	-2.4	2.4	2.5	16.3	0.1	-4.6	-5.3	4.0
Cc1cc(=O)oc2cc(OCC(=O)NCCc3c[nH]c4ccc(F)cc34)ccc12	-7.2	-0.7	-1.6	2.3	26.8	1.9	2.4	1.2	-0.6
O=C(OCc1c(F)cccc1Cl)c1cnc(Cl)c(Cl)c1	-2.4	1.5	0.4	10.1	7.7	2.4	4.8	-6.7	13.4
O=S(=O)(c1ccc(-n2cnnn2)cc1)N1CCN(c2ccccc2F)CC1	-42.6	4.1	1.6	2.0	0.2	2.2	1.6	12.4	1.5
CC(C)c1nnc(NC(=O)CSc2nnc(-c3ccco3)o2)s1	0.9	-1.2	0.8	7.2	-2.2	-1.1	2.4	-11.8	5.6
CN(CC(=O)Nc1cccc(F)c1)C(=O)c1csc2c1CCCC2	14.2	-1.6	5.5	-1.8	-14.6	-0.7	-1.7	-4.5	3.3
CC(C)c1c(C(=O)N/N=C2\CCc3ccccc32)nnn1-c1nonc1N	-4.9	-0.8	3.9	6.6	-5.6	-1.7	2.4	-4.7	4.5
C/C(=C\c1ccco1)C1C(C#N)=C(N)Oc2n[nH]c(-c3ccc(C)cc3)c21 (stereo not given)	24.0	-6.6	-0.1	6.8	9.3	-1.8	-2.5	0.0	4.7
COc1ccc(/C=C(/NC(=O)/C=C/c2ccccc2)C(=O)NCCCCCC(=O)O)cc1	11.7	-0.3	3.6	0.5	1.6	1.5	3.0	-11.0	6.3
CCOc1ccc(NC(=O)/C(C#N)=C/c2ccc(N3CCCC3)c(C)c2)cc1	-2.5	-4.1	-7.9	5.7	16.6	-9.8	-8.8	25.6	-1.6
Cc1ccccc1NC(=O)CN1C(=O)N/C(=C\c2ccc(N3CCOCC3)c(F)c2)C1=O	10.0	-2.7	2.3	2.0	6.6	-2.9	-4.0	55.6*	1.3
CCCCN(CCCC)NC(=O)c1ccccc1	4.8	-1.7	5.0	4.2	5.1	-0.3	0.7	4.3	3.2
Cc1cccc(NC(=O)CCN2CCCCC2)c1	0.5	1.0	-1.3	3.3	14.2	0.3	-0.2	8.1	-3.7
CCOc1ccc(NC(=O)CCC(=O)N/N=C/c2ccc3c(c2)OCO3)cc1	4.1	2.6	3.8	2.7	2.1	-7.5	1.9	35.0*	8.6
CN(C)c1ccc(P(=O)(Nc2ccc([N+](=O)[O-])cc2)N2CCOCC2)c(NC(=O)c2cccs2)c1 (stereo not given)	5.9	-1.8	-5.2	5.8	9.6	8.0	8.0	4.7	5.3
CN(C)C(CNc1ccc(C(N)=O)cc1[N+](=O)[O-])c1ccccc1 (stereo not given)	6.6	4.5	-2.2	2.5	-13.7	-1.5	7.6	10.6	2.0
CC(C)c1ccc(C(=O)NN2CCOCC2)cc1	-0.6	1.4	7.8	3.1	5.4	-9.0	-1.0	3.7	-3.1
COc1cc(C)c(Cl)c(C)c1S(=O)(=O)NCc1ccc2c(c1)OCO2	-4.0	-1.6	1.4	6.2	-15.0	-0.3	4.0	2.4	4.1
O=C(COC(=O)c1ccc([N+](=O)[O-])s1)Nc1ccccc1	7.5	0.4	10.0	15.4	-1.0	81.1*	3.2	-0.9	34.0*
COc1ccc2nc(C)cc(N/N=C/c3ccccc3)c2c1	19.3	-1.2	3.4	6.5	13.6	4.1	-0.2	·	5.6
CCc1nnc(NC(=O)CSc2ncnc3scc(-c4ccc(C)cc4)c23)s1	-15.7	-2.5	3.9	13.8	-3.5	3.1	-0.2	6.6	4.2
O=C1NC(Cc2ccccc2)c2nc3ccc(Cl)cc3c(=O)n2-c2ccc(Cl)cc21 (stereo not given)	-4.3	-5.0	·	0.5	-8.8	·	26.1*	·	·
